# PERK inh – blocks human PERK kinase; Q9NZJ5; CHO PERK-DD fusion, SEAP luminescence translation reporter; inhibition, % at 5.6 µM; hit rate 0.17% among 220,000; AID 1416;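 active = inhibition above the mean inhibition of all tested compounds plus 3 SD, set separately per screening campaign, cut at about 2.9% in these data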;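 note: PERK kinase domain activated by AP20187 dimerizer at 100 nM; 0% = DMSO with dimerizer and 100% = rapamycin at 8.4 µM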
# Wee1 degr inh – inhibitors of human Wee1 degradation; P30291; HeLa Luc-Wee1K328M stability, luciferase luminescence; 100% = proteasome inhibitor MG132 effect; reporter increase, % at 5 µM; hit rate 1.2% among 220,000;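 active = activation above the mean of all tested compounds plus 3 SD, set per screening run, cut at about 8.8% in these data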;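 note: cells exposed to compound for 20 h before luminescence read; 0% = DMSO alone and 100% = MG132 at 30 µM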
# Target sequence (P30291 whole entry K328M): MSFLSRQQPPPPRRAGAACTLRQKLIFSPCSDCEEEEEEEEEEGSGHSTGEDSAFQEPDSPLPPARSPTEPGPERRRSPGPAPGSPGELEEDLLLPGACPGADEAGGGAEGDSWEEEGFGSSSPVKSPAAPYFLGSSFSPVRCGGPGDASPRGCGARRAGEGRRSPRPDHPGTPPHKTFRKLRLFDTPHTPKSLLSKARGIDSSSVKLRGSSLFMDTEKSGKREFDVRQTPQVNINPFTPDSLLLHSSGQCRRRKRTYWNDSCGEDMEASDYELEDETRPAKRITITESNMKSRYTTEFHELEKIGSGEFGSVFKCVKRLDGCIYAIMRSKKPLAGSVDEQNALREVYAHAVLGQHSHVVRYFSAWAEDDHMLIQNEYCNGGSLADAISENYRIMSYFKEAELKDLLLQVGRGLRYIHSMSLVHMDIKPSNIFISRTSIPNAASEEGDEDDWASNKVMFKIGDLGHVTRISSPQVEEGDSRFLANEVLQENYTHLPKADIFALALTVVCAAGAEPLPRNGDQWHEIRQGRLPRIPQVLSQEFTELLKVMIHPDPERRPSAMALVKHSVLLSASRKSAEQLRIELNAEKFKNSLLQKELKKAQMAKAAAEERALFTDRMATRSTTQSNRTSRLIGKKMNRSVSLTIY
# S1P4 agonist – activates the human S1P4 receptor; O95977; S1P4-expressing cell line, agonist reporter assay; activation, % at 4.98 µM; hit rate 0.35% among 220,000; AID 1509; in the data active = activation above about 11%;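 note: 0% = DMSO vehicle and 100% = reference agonist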
# Mdm2 ligase inh – inhibitors of human Mdm2 E3 ubiquitin ligase; Q00987; cell-based MDM2 ubiquitination luciferase reporter, 2 h; 0 = plate control, 100 = twice control, blank-subtracted; signal enhancement, % at 5 µM; hit rate 0.11% among 210,000; AID 1230;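 active = signal enhancement of 30% or more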;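 note: luminescence tracks abundance of the self-degrading MDM2-luciferase fusion protein; higher signal means inhibition of MDM2 E3 ligase activity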
#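 Buffer or medium: Cells held in DMEM | Assay system: Stable mammalian line carrying autodegrading MDM2–luciferase fusion reporter | Quantity: 2000 cells/well | Times: 4 h settle plus 2 h compound, 37 °C | Doses: One concentration, 5 µM, with 0.2% DMSO | Technique: Luminescence with SteadyLite reagent, 15 min at room temperature | Benchmarks: Plate controls and plate blanks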
# BaF3 parental – counter-screen for JAK2V617F inhibitors: parental Ba/F3 viability inhibitors; hit rate 1.1% among 220,000; inhibition, % at 5.6 µM; CellTiter-Glo ATP luminescence;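 active = inhibition above a per-campaign cutoff, the mean inhibition of all tested compounds plus 3 SD, cut at about 27% in these data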;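 note: 0% = DMSO wells and 100% = JAK Inhibitor I control wells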
# eIF4E-4G inh – inhibitors of eIF4E and eIF4G interaction in translation initiation; hit rate 0.37% among 220,000; inhibition, % at 21.7 µM; P63073+Q04637; TR-FRET eIF4E-eIF4GI(517-606) binding, 2 h; AID 782;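 active = inhibition above about 30%, limit read from the data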;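 note: 0% = full FRET control wells and 100% = background wells lacking eIF4GI fragment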
# S1P4 antagonist – human S1P4 receptor antagonism. O95977. S1P4-expressing cells, antagonist mode, reporter read-out. inhibition, % at 4.98 µM. hit rate 0.26% among 220,000. AID 1510; in the data active = inhibition above about 29%;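 note: 0% = wells stimulated with agonist and 100% = vehicle wells without agonist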
# Ba/F3 V617F tox – reduce viability of Ba/F3 cells dependent on JAK2V617F | Ba/F3 EpoR-JAK2V617F viability, ATP luminescence | inhibition, % at 5.6 µM | hit rate 1.1% among 220,000 | AID 1446;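 active = inhibition above the campaign mean plus 3 SD over all tested compounds, cut at about 24% in these data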;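 note: cytokine-independent growth of Ba/F3 cells driven by EpoR plus mutant JAK2; 0% = DMSO-treated cells and 100% = JAK inhibitor I control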
# NPY2 pot ag – potentiates or activates human NPY-Y2 receptor; P49146; cells expressing NPY-Y2, potentiator/agonist read-out; hit rate 0.45% among 220,000; activation, % at 3.6 µM; in the data active = activation above about 27%;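 note: cells stimulated with NPY near EC25 plus isoproterenol at EC100; 0% = vehicle plus submaximal agonist and 100% = vehicle plus saturating agonist; some results beyond the cut were filed as inactive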
# Target sequence (P49146 whole entry, looked up): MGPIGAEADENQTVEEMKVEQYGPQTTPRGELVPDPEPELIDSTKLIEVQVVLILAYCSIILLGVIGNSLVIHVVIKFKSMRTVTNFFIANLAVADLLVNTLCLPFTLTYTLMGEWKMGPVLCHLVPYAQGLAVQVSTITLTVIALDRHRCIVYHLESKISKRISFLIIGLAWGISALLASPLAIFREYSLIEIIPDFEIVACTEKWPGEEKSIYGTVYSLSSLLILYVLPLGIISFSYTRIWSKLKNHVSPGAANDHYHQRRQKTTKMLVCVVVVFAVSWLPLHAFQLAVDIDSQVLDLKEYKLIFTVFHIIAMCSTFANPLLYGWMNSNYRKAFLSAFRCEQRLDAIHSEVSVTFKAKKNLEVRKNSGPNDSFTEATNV
# An asterisk follows results filed as active; . = no result given; [ ] = remark or other dose.
SMILES,PERK inh,Wee1 degr inh,S1P4 agonist,Mdm2 ligase inh,BaF3 parental,eIF4E-4G inh,S1P4 antagonist,Ba/F3 V617F tox,NPY2 pot ag
COc1ccc(NC(=S)N(CCCN2CCCC2)Cc2ccco2)cc1,0.4,2.1,-0.9,-3.6,3.4,6.0,-4.5,-1.3,-3.9
CC(=NCc1ccco1)C1=C(O)c2ccccc2C1=O,-1.2,1.9,1.4,-11.3,1.8,-1.7,-4.0,-1.2,3.0
CCN(CC)C(=O)COc1ccc2oc(-c3ccco3)cc(=O)c2c1,0.5,5.7,0.7,-17.6,10.0,9.5,0.7,2.2,-7.8
COC(=O)C1=C(C)N(C(C)C)C(=O)C1(NC(=O)C1CCCCC1)C(F)(F)F (centres undefined),0.8,1.6,-0.5,-6.0,4.9,0.0,2.7,-1.8,6.4
c1ccc2c(c1)[nH]c1nc3nncn3nc12,0.5,1.5,0.5,-11.1,10.0,-4.6,-4.4,3.9,-27.7
O=C(Nc1ccc(N2CCOCC2)c(Cl)c1)c1cccnc1,-0.6,-1.5,0.3,-1.6,0.8,4.7,-7.3,1.3,2.4
COc1ccccc1N(CC(=O)NCc1ccco1)S(C)(=O)=O,0.6,6.2,0.0,-13.5,3.1,-3.3,-4.7,1.4,-8.1
COc1ccc(N2CCN(C(CNC(=O)C(=O)NCc3cccnc3)c3ccco3)CC2)cc1 (centres undefined),0.1,-1.6,2.1,-10.4,1.1,-4.3,-3.5,-3.5,12.6
COc1ccccc1Nc1nc2cc(C)ccc2cc1C#N,0.6,-0.8,-0.5,1.3,-0.4,-1.0,-2.4,-2.5,-0.2
COc1cccc(N2CCN(CC(=O)NCc3cccs3)CC2)c1,0.7,1.5,1.5,0.1,2.9,-0.6,-9.6,-3.6,1.3
CCS(=O)(=O)Nc1ccc(C(=O)CC2(O)C(=O)Nc3ccc(Br)cc32)cc1 (centres undefined),1.3,-1.5,-0.2,-5.7,2.8,2.7,-15.2,0.1,-4.9
C/C(=N\NC(=O)CSc1nc(C)cc(C)n1)c1cccs1,0.5,4.0,0.8,1.5,6.1,-2.9,-18.0,-1.1,6.1
Cc1ccc(-c2csc3ncnc(N4CCc5ccccc5C4)c23)cc1,0.3,-3.6,-1.0,-17.6,2.9,1.1[fluorescence artefact?],-14.2,-2.1,7.2
O=C(NCCN1CCCCCC1)c1ccc(CS(=O)(=O)c2ccc(Br)cc2)o1,-0.1,-2.0,2.9,-8.7,6.2,-3.6,-10.5,-1.3,-8.5
O=C(CSc1nc2c(sc3ccccc32)c(=O)n1Cc1ccco1)NCC1CCCO1 (centres undefined),0.1,-0.5,-1.3,-14.2,2.6,-1.8,-12.1,-3.0,-11.9
O=C(COC(=O)C1CC(O)CN1S(=O)(=O)c1ccc(Cl)cc1)c1ccccc1 (centres undefined),0.3,1.8,2.5,-4.2,4.9,1.5,-14.1,-0.9,1.9
CN(C(=O)CSc1nc2ccccc2s1)c1c(N)n(Cc2ccccc2)c(=O)[nH]c1=O,0.4,-4.4,1.9,-9.6,1.9,-1.7,9.4,-5.0,-0.9
COc1cc(/C=C2/N=C(c3ccccc3F)OC2=O)cc(Cl)c1OS(C)(=O)=O,-0.1,-1.4,0.8,-6.2,12.0,4.2,-11.2,4.2,-4.7
CCOC(=O)c1sc2nc(C)nc(Nc3ccccc3)c2c1C,1.2,-0.8,1.0,-1.9,7.3,-4.7,-8.1,-0.1,2.8
CN(c1ccccc1)S(=O)(=O)c1ccc(C(=O)NCC2CCCO2)cc1 (centres undefined),-0.3,1.0,0.7,-8.1,1.4,-2.4,7.3,-3.0,2.1
CC(C)N1CCC2(CC1)Oc1ccc(Br)cc1C1CC(c3cccnc3)=NN12 (centres undefined),0.2,1.1,0.4,.,-7.8,-10.2,32.0*,4.2,22.2
Cc1c(Cl)cccc1NC(=O)NCc1ccc(F)cc1,0.5,-0.3,0.8,0.5,-2.5,-0.9,11.5,-2.2,14.8
CCOC(=O)c1sc(=NC(=O)COc2ccccc2)n(C)c1C,0.1,4.5,-0.8,-4.4,4.1,-7.0,-9.3,-1.4,1.2
C=CCNC(=O)/C(=C\c1cccc([N+](=O)[O-])c1)NC(=O)c1ccccc1,-0.1,-1.6,-0.1,-0.4,1.0,13.6,-0.8,-2.1,0.8
Fc1cccc(NC(=S)NCc2ccccn2)c1,0.0,-1.2,0.2,-7.8,5.2,2.8,3.2,2.8,2.0
COc1ccc(CCNC(=O)CSc2ccccn2)cc1,1.6,3.4,-0.7,-2.1,0.4,3.2,-2.5,-2.9,-2.5
CCCOc1ccccc1NC(=O)Nc1ccccc1Cl,1.2,7.8,-0.1,-4.5,5.4,5.9,-5.2,2.2,-20.7
COc1ccc(CNC(=O)C2CCCN(S(=O)(=O)c3c(C)n[nH]c3C)C2)cc1 (centres undefined),-0.5,-1.7,-3.1,-2.7,4.1,-2.1[fluorescence artefact?],-3.1,0.8,9.2
CCCC(=O)Oc1c(S(=O)(=O)c2ccc(C)cc2)c(C)nn1C(C)(C)C,-0.1,-1.2,-0.5,-6.5,5.2,3.0,-4.4,3.5,5.6
Cc1cnc(NC(=O)Cc2c[nH]c3ccccc23)s1,-0.3,-2.0,-1.6,-20.0,4.6,-2.5,-4.9,3.7,-5.0
C=CCn1c(SCc2cc(C(C)=O)ccc2OCC)nc2ccccc2c1=O,-0.5,7.6,0.3,4.3,78.9*,10.2,-2.6,83.7*,-13.2
CCN(C(=O)COC(=O)c1ccccc1SCC(=O)NC1CCCCCCC1)C1CCS(=O)(=O)C1 (centres undefined),0.5,2.2,0.3,19.6,2.8,16.4,-9.4,-3.8,11.0
CCCCNC(=O)COC(=O)c1ccc(NC(C)=O)cc1,0.2,-1.9,0.2,-7.1,8.4,-4.1,5.7,0.1,3.8
COc1ccc(Nc2ncnc3c2cnn3Cc2ccccc2)cc1,-0.3,0.1,-1.2,.,7.4,.,0.7,-1.9,14.7
CCOC(=O)c1sc(NNC(=O)c2ccc(C)cc2)nc1C,-0.8,-0.6,2.5,-11.8,1.3,5.2,-5.8,-5.9,-11.0
Cc1ccccc1NC(=O)C1Cc2ccccc2CN1C(=O)OCc1ccccc1 (centres undefined),-1.4,-2.9,0.8,1.8,2.9,7.6,-16.6,-1.8,-8.2
CC(=O)c1ccc(NC(=O)CN2C(=O)/C(=C/C(C)=C/c3ccccc3)SC2=S)cc1,0.6,2.5,3.0,1.6,3.6,-4.3,-16.4,-2.5,9.0
COc1ccc(C(=O)Nc2ccc(C)cc2C(=O)c2ccccc2)c(OC)c1,-0.2,-3.2,6.8,-0.9,10.2,4.3[fluorescence artefact?],4.3,5.1,-21.4
Cc1c(N2C(=O)c3cccc4cccc(c34)C2=O)c(=O)n(-c2ccccc2)n1C,-1.6,0.7,-0.8,-2.1,3.9,-9.9,-5.8,3.3,-2.0
O=C(N/N=C/c1ccc2c(c1)OCO2)c1cc(-c2ccncc2)nc2ccccc12,0.7,-1.5,0.7,5.5,5.5,20.1[fluorescence artefact?],-17.7,0.8,1.3

# No new results follow: an excerpt of the list.
SMILES,PERK inh,Wee1 degr inh,S1P4 agonist,Mdm2 ligase inh,BaF3 parental,eIF4E-4G inh,S1P4 antagonist,Ba/F3 V617F tox,NPY2 pot ag
CC(=O)c1ccc(NC(=O)CN2C(=O)/C(=C/C(C)=C/c3ccccc3)SC2=S)cc1,0.6,2.5,3.0,1.6,3.6,-4.3,-16.4,-2.5,9.0
COc1ccc(C(=O)Nc2ccc(C)cc2C(=O)c2ccccc2)c(OC)c1,-0.2,-3.2,6.8,-0.9,10.2,4.3[fluorescence artefact?],4.3,5.1,-21.4
Cc1c(N2C(=O)c3cccc4cccc(c34)C2=O)c(=O)n(-c2ccccc2)n1C,-1.6,0.7,-0.8,-2.1,3.9,-9.9,-5.8,3.3,-2.0
O=C(N/N=C/c1ccc2c(c1)OCO2)c1cc(-c2ccncc2)nc2ccccc12,0.7,-1.5,0.7,5.5,5.5,20.1[fluorescence artefact?],-17.7,0.8,1.3

# Remaining list, next part
SMILES,PERK inh,Wee1 degr inh,S1P4 agonist,Mdm2 ligase inh,BaF3 parental,eIF4E-4G inh,S1P4 antagonist,Ba/F3 V617F tox,NPY2 pot ag
Cc1ccccc1NC(=O)CCN1CCN(Cc2ccccc2)CC1,-0.8,-0.9,-1.0,0.8,3.6,4.3[fluorescence artefact?],-13.1,-1.5,-7.5
CC(=O)c1c(C)nc(-c2ccccc2)nc1NC(=O)Cc1ccccc1,1.0,0.0,0.7,-9.4,7.0,0.6,5.2,0.8,-3.1
COC(=O)c1[nH]c2ccc(C)cc2c1NC(=O)c1ccccc1[N+](=O)[O-],0.5,0.0,-1.1,-2.8,4.0,4.3,-16.5,2.2,13.8
COCCn1c(SCC(=O)Nc2nc3ccccc3s2)nnc1-c1ccoc1C,-0.5,-0.4,0.6,-4.2,6.5,2.6,-14.3,3.7,-6.3
Cc1ccc(C)c(Nc2ccc(C(=O)NCCc3ccccc3)cn2)c1,-0.2,1.7,0.0,-13.7,8.4,-6.0[fluorescence artefact?],-5.8,4.2,-4.1
COc1ccc(OC)c(-c2csc(CCn3nc(C)cc3C)n2)c1,-0.7,2.7,1.8,-15.1,0.5,0.5,-4.5,1.9,15.9
O=S(=O)(c1cccc2nonc12)N1CCN(c2ccc(F)cc2)CC1,-0.4,-2.1,-0.1,-10.9,-2.0,-2.4,-9.5,1.5,-5.4
COc1ccc(Cn2c(-c3ccccc3)nc3c(c(=O)c4ccccc4n3C)c2=O)cc1,0.9,-1.3,2.2,-5.7,9.2,4.7,-17.9,-2.2,7.7
COc1cccc(Nc2ncnc3c2cnn3-c2cccc(C)c2)c1,0.1,1.1,0.6,-12.8,4.7,-0.1,-3.5,4.0,-2.2
CCOC(=O)N1CCC(NC(=O)c2ccc(CO)c(C(=O)NC3CCN(C(=O)OCC)CC3)c2)CC1,0.2,0.4,3.2,-13.6,2.9,-1.5,-23.1,0.7,3.6
COc1ccc([N+](=O)[O-])cc1NC(=O)CSCc1ccc(Br)cc1,0.2,-0.5,0.3,0.6,5.4,-5.6[fluorescence artefact?],-2.5,0.7,4.3
O=C(Nc1c(C(=O)Nc2ccc3c(c2)OCCO3)cnn1-c1ccccc1Cl)c1ccco1,-0.8,6.9,0.0,-31.7,5.1,6.1,13.6,-0.2,10.2
CCOc1cc(C2NC(=S)NC(C)=C2C(=O)Nc2ccc(OC)cc2)ccc1O (centres undefined),3.4*,2.1,1.1,-10.6,0.6,-2.3,-5.3,-4.9,13.3
NC(=O)c1nn(-c2ccccc2)nc1NC(=O)CSc1nnnn1-c1ccc(Cl)cc1,-0.5,-3.4,0.7,-8.8,1.0,2.7,-15.9,-2.4,-1.4
CCn1cc(C(=O)OCC(=O)Nc2cccc(S(=O)(=O)N3CCOCC3)c2)c(=O)c2ccc(C)nc21,-1.2,0.6,1.1,-22.1,1.6,16.2[fluorescence artefact?],-1.4,-1.8,-1.2
C=CCn1c(=N)n(CC(O)COc2ccc(OC)cc2)c2ccccc21 (centres undefined),-0.5,2.5,-2.1,-18.4,0.8,17.7[fluorescence artefact?],-6.3,-1.3,1.0

# Random draw from the library; any-hit rate near 4.1%.
